Screening results as filed in PubChem BioAssay.
FUS suppressor: FUS proteinopathy suppression in yeast; S. cerevisiae FUS-expressing, growth rescue, OD600, 24 h; Potency, µM (titrated, usually from 76.6 µM), without a hit: at the top dose growth rescue (activation), usual class: activators; 0.24% of 390,000 active;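 further: potency means the concentration at half of the fitted maximal effect; plate controls were DMSO vehicle for no effect and reference control for full effect; nearly all actives have a fitted effect of over 55% in size; some results filed as inactive show a strong effect at the top dose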
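Quantitative HTS measuring growth restoration of FUS-toxic yeast. Galactose-induced cells (OD 0.005) were exposed 24hr at 30C to compounds at several concentrations, then absorbance at 600 nm was recorded.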
Akt phos inh: inhibitors of Akt phosphorylation | AID 651550 | Neuro2A IGF-stimulated pAkt S473 HTRF, 20 min; hits give low values | 0.32% of 360,000 active | activity change, % for hits at 50 µM; in the data active means activity change below about -80%; inconclusive means mostly about -51% to -80%; further: on the % scale 0 is the no-effect control and ±100 the full control effect
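Neuro2A cells (4,500/well, DMEM with 0.5% FBS) were treated with compound at a single 50 µM final concentration, stimulated with 6 nM IGF for 20 min at 37 °C, and lysed. Phospho-Akt Ser473 was read by HTRF as 665/615 ratio ×10^4.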
DRD3 antagonist: blocks the human D3 dopamine receptor. max response, negative = inhibition, %. 2.5% of 360,000 active. D3R cells, DiscoveRx beta-arrestin luminescence, antagonist mode; hits give low values. AID 652054. P35462; in the data active means max response below about -50%; inconclusive means no clear call, values can overlap the other calls; further: on the % scale 0 is the no-effect control and ±100 the full control effect; mostly tested at two doses, the higher about 12 µM
Target sequence (P35462 whole entry, looked up): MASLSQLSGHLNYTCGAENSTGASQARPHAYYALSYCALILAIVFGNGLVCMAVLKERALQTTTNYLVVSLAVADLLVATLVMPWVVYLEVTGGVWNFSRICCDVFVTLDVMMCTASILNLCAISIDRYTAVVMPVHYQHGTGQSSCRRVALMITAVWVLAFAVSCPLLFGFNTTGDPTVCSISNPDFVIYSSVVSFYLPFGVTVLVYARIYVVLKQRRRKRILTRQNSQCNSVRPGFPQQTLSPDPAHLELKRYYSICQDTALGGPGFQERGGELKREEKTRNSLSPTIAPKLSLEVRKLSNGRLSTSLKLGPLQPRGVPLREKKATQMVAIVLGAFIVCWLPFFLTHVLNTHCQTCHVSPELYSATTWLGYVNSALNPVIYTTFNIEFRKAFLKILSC
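Cells expressing the human receptor were seeded at 1500 cells/well, incubated overnight at 37 degrees C in 5% CO2, then exposed to library compounds with dopamine controls for 90 minutes at 37 degrees C before luminescent detection.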
aSyn yeast inh: alpha-synuclein toxicity inhibition in yeast. 0.14% of 370,000 active. AID 652106. Yeast expressing alpha-synuclein, growth rescue, BacTiter-Glo, 24 h. Potency, µM (doses to about 46.1 µM), without a hit: at the highest dose growth rescue (activation), hits mostly activators; further: potency means the concentration at half of the fitted maximal effect; % of control where 0% means no effect; nearly all actives have a fitted effect of over 65% in size
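Rescue of yeast growth: cells expressing toxic alpha-synuclein, induced in galactose at OD600 0.02, incubated with compound 24 h at 30 C. ATP luminescence quantified growth; inhibitors of toxicity appear as activators.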
GLP-1R inv ag: GLP-1 receptor (human) inverse agonism; 1.6% of 410,000 active; HEK293 GLP-1R CRE-luciferase, luminescence, 24 h; GLP-1R form is constitutively active; P43220; Potency, µM (series often up to 38.3 µM), without a hit: top-dose activity change, negative = inhibition, most hits filed as inhibitors; further: potency means the concentration at half of the fitted maximal effect; on the % scale 0 is the no-effect control and ±100 the full control effect; nearly all actives have a fitted effect of over 55% in size
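Cells are plated, allowed 12 hours at 37 deg C, then treated with compounds for 24 hr before luciferase detection reagent is added and luminescence is read after 12 min at room temperature. The HEK293 line carries constitutively active GLP-1R with a cAMP-responsive reporter.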
TDP-43 yeast inh: rescues yeast growth from TDP-43 toxicity | Potency, µM (titrated, usually from 46.1 µM), without a hit: at the highest dose growth rescue (activation), usual class: activators | TDP-43 expressing yeast growth rescue, BacTiter-Glo, 24 h | AID 652104 | 1.8% of 410,000 active; further: potency means the concentration at half of the fitted maximal effect; % of control where 0% means no effect; nearly all actives have a fitted effect of over 50% in size
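Galactose-induced TDP-43 yeast, OD600=0.02, compound pinned; 24 hr, 30 deg C; BacTiter-Glo luminescence for growth. Inhibitors of TDP-43 toxicity read as activators.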
Abeta yeast res: A-beta toxicity reversal in yeast | Potency, µM (doses to about 46.1 µM), without a hit: top-dose growth rescue, most hits filed as activators | AID 1347071 | yeast expressing A-beta42, growth rescue, OD600, 48 h; response scale: 0% DMSO, 100% iron-clioquinol control | 0.063% of 410,000 active; further: potency means the concentration at half of the fitted maximal effect; nearly all actives have a fitted effect of over 55% in size
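Yeast growth medium received pinned compounds, then yeast cells expressing toxic A-beta were added; plates incubated at 30 C for 48 hr. Growth read as absorbance at 600 nm, normalized to DMSO and equimolar FeCl3 plus clioquinol controls.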
PTHR1 agonist: PTHR1 (human) receptor agonism; Q03431; HEK293 GP2 PTHR1 cells, GloSensor cAMP luminescence, 1 h; Potency, µM (titrated, usually from 115 µM), inactives show at the highest dose activation, usual class: activators; 0.075% of 410,000 active; AID 743266; further: potency means the concentration at half of the fitted maximal effect; nearly all actives have a fitted effect of over 55% in size; some results filed as inactive show a strong effect at the top dose; inactives centre near -15; many of its hits are not listed in these tables
Target sequence (Q03431 whole entry, looked up): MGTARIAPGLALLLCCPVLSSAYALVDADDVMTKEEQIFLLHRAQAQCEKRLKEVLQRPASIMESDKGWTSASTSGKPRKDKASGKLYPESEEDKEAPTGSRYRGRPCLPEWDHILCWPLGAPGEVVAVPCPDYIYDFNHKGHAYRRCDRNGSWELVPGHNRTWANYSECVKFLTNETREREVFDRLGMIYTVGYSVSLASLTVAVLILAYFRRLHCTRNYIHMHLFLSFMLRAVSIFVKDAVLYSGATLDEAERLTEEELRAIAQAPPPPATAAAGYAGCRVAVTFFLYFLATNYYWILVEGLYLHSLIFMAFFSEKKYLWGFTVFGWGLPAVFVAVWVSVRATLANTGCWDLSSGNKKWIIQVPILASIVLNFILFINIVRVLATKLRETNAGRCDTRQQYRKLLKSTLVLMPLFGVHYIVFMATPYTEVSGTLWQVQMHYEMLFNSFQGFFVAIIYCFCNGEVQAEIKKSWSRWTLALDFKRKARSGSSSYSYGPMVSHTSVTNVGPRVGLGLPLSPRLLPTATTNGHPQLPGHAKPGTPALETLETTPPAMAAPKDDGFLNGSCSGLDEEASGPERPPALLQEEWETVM
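HEK-293-derived GP2 cells expressing PTHR1 and a GloSensor cAMP reporter, 3,000/well, plated overnight, given luciferin plus IBMX (each 0.5 mM as added) for 1 h at 37 °C, then compound for 1 h at 37 °C. Luminescence was read after 15 min at room temperature.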
GLP-1R agonist: GLP-1 receptor (human) agonism; P43220; HEK293 GLP-1R CRE-luciferase, luminescence, 4-6 h; cells express a hypersensitive GLP-1R form; Potency, µM (titrated, usually from 45.6 µM), for the others: at the highest dose activation, usual class: activators; 0.007% of 380,000 active; further: potency means the concentration at half of the fitted maximal effect; % of control where 0% means no effect
Starred values were filed as active, the others as inactive; i = inactive; u = inconclusive; x = no result given; & = joins results of further samples; [ ] = dose if it differs, or a comment. Unless noted, the call rests on the fitted dose curve; in most records, active means well fitted curve in the direction sought with a large enough effect; inconclusive means small, poorly fitted or top-dose-only effect, or another doubt; inactive means no such curve, though single readings can be large; an effect the other way counts as inactive or inconclusive. An excerpt; the hit share may differ from the screen's.

SMILES	FUS suppressor	Akt phos inh	DRD3 antagonist	aSyn yeast inh	GLP-1R inv ag	TDP-43 yeast inh	Abeta yeast res	PTHR1 agonist	GLP-1R agonist
CCc1cccc(NC(=O)CN(C)S(=O)(=O)c2ccc3c(c2)CCCN3C(C)=O)c1	16%	x	x	x	7%	11%	0%	-2%	x
Cc1ccc(C(=O)CC2(O)C(=O)Nc3ccccc32)s1 (stereo unspecified)	14%	x	u	x	0%	-21%	-24%	i	-4%
COc1ccc(C(=O)Nc2ccc(O)c3ccccc23)cc1OC	17%	i	6	4%	12%	8%	21%	-26%	0%
O=C(CSc1nc2ccccc2c(=O)n1CC1CCCCC1)N1CCOCC1	29%	i	-1	18%	-8%	2%	16%	i	21%
CCN(C(=O)COC(=O)C1=COCCO1)c1c(N)n(Cc2ccccc2)c(=O)[nH]c1=O	4%	i	-8	-6%	12%	10%	-14%	-5%	2%
C=CCNC(=O)C12CC3(C)CC(C)(CC(C)(C3)C1)C2	8%	i	0	13%	u	19%	27%	-24%[57.5 µM]	-2%
Cc1n[nH]c(C)c1S(=O)(=O)N1CCCC(C(=O)NCc2ccccc2Cl)C1 (stereo unspecified)	x	i	18	6%	5%	0%	6%	i	-2%
CC1(C)C(=O)Nc2ccccc2N1C(=O)c1ccc([N+](=O)[O-])cc1	26%	i	10	4%	12%	-17%	-3%	-25%	8%
CC1(C(=O)NS(=O)(=O)c2ccccc2C(F)(F)F)CCN1C(=O)CC1CCCC1 (stereo unspecified)	-2%	i	-7	-1%	17%	19%	1%	-3%	-4%
O=C1CC(c2nc(-c3ccccc3)no2)CN1c1ccc2c(c1)OCCO2 (stereo unspecified)	1%	x	x	x	-5%	u	-9%	-3%	x
Cc1cccc(OCc2nc(C)cc(=O)[nH]2)c1	x	i	0	1%	26%	-21%	0%	-6%	-3%
O=S(=O)(Nc1ccc(Br)cn1)c1ccc2ccccc2c1	-3%	i	-23	4%	-5%	-7%	-5%	-18%	0%
CCOc1ncccc1C(=O)N1CCN(Cc2ccc3c(c2)OCO3)CC1	22%	i	-15	-4%	-6%	-8%	10%	i	4%
Cc1cc(N2CCN(C)CC2)nc2ccc(NC(=O)Nc3ccccc3Cl)cc12	5%	x	x	x	-4%	16%	-13%	i	x
CCOCCCNC(=O)c1oc2ccc3c(c2c1C)C(O)CC(C)(C)O3 (stereo unspecified)	-11%	i	8	6%	28%	10%	5%	i	31%
Cc1ccc(OCCC(=O)OCC(=O)NC2CCCC(C)C2C)cc1 (stereo unspecified)	15%	i	21	12%	9%	0%	11%	-18%	6%
COc1ccc(NC(=O)CN(C)C(=O)c2cn(-c3ccccc3)nc2-c2ccc(OC)cc2)cc1	u	i	5	-23%	u	14%	-15%	-9%	-1%
COc1ccc(N2Cc3ccccc3C2=NC(=O)c2cccc([N+](=O)[O-])c2)cc1	17%	i	-9	-2%	16%	12%	-13%	i	u
O=C(COC(=O)/C=C/c1ccccc1)NC1CC1	-19%	i	3	-10%	-1%	18%	9%	i	7%
O=C(Nc1ccccc1)Oc1ccc[nH]c1=O	-3%	i	0	0%	u	-5%	0%	i	-2%
Cc1cc(OCC(=O)N(C)Cc2ccccc2)ccc1Cl	12%	i	22	4%	u	11µM*	24%	-21%	3%
CCOc1ccc(-n2nc3ccc(N)cc3n2)cc1	24%	i	1	1%	-19%	16%	-24%	-38%[inhibitor]	-5%
CCc1ccc(NC(=O)Cn2c(=O)n(CCC(C)C)c(=O)c3cccnc32)cc1	5%	x	x	x	-14%	-4%	-19%	-15%	x
COC(=O)N/N=C/c1cccc([N+](=O)[O-])c1	-6%	i	-27	1%	1%	7%	-3%	i	3%
Cc1cc(C)c(NC(=O)CN(C)C(=O)CCC(=O)c2ccc(C)s2)c(C)c1	5%	i	-16	-10%	-16%	-12%	-10%	-38%[inhibitor]	0%
O=c1cc(-c2ccccc2)nc(SCc2nc(-c3cccc(C(F)(F)F)c3)no2)[nH]1	-17%	x	x	x	13%	2%	2%	i	x
Cc1ccc(S(=O)(=O)CCC(=O)OCC(=O)c2c[nH]c3ccccc23)cc1	x	i	-13	-1%	8%	-4%	-9%	i	3%
CCCCCCC[N+](CC)(CC)CCCCc1ccc(Cl)cc1	-10%	i	u	1%	u	6%	-35%	-45%[inhibitor]	10%
c1ccc2c(c1)NCC1CCCN21 (stereo unspecified)	21%	i	-16	-9%	17%	-21%	-4%	i	0%
O=C(NCc1ccco1)c1ccc(Cn2c(=S)[nH]c3ccccc3c2=O)cc1	14%	i	2	1%	1%	21%	3%	-12%	1%
O=C(O)C1CC1C(=O)Nc1nc2c(Cl)cccc2s1 (stereo unspecified)	-24%	i	12	-1%	7%	12%	-2%	i	-3%
CCOc1ccccc1CN1CCNC(=O)C1CC(=O)N(C)C1CCOCC1 (stereo unspecified)	8%	i	-1	-7%	18%	26%	4%	i	2%
Cc1c(C(=O)NCc2ccccc2Cl)sc2nc[nH]c(=O)c12	10%	x	x	x	16%	5%	-10%	21%	x
CCOC(=O)Cc1c[nH]c2ccccc12	8%	i	4	u	11%	-12%	-2%	i	-8%
Cc1ccc(S(=O)(=O)NCCN2CCOCC2)cc1	-24%	i	-1	-12%	0%	1%	-6%	i	-13%
Cc1nnc(SCC(=O)NC2CCCC2)s1	9%	i	-2	-2%	5%	12%	3%	i	-11%
COc1ccc(C(=O)NCC(C)(C)CNC(=O)c2ccc(OC)c(OC)c2)cc1OC	14%	i	7	u	189%[activator]	-1%	-3%	-10%	u
O/N=C/c1cc(Cl)ccc1OCc1ccccc1Cl	-12%	i	8	-10%	u	-5%	14%	-6%[57.5 µM]	-4%
Cc1cc(C(C)(C)C)oc1C(=O)N1CCN(C(=O)c2oc(C(C)(C)C)cc2C)CC1	-17%	i	28	0%	-10%	24%	-14%	-18%	-4%
CC1CCc2c(sc3nnn(Cc4ccccc4Cl)c(=O)c23)C1 (stereo unspecified)	-22%	x	x	x	-3%	18%	7%	-1%	x
NS(=O)(=O)c1ccc(NC2(C(=O)O)CCCC2)cc1	26%	i	-20	-12%	5%	-25%	-2%	-19%	2%
COc1ccc(/C=N/NC(=S)Nc2cccc(C(=O)O)c2)cc1	1%	i	-20	-5%	-24%	18%	-13%	-1%	-1%
COc1ccc(-c2[nH]nc3c2C2(C(=O)N(CC(=O)O)c4ccccc42)C(C#N)=C(N)O3)cc1OC (stereo unspecified)	x	i	25	5%	0%	0%	1%	-14%	2%
COc1ccc(/C=C2\C(=O)N(c3c(Cl)cc(Cl)cc3Cl)N=C2NC(=O)c2cccc([N+](=O)[O-])c2)cc1	x	i	-6	14%	-27%	12%	-5%	-17%	-2%
COc1cc(/C=N/n2nnnc2N)ccc1OC(C)=O	-1%	i	9	-1%	13%	13%	-2%	i	10%
CSc1nnc(C(C)(C)C)c(=O)n1/N=C/c1ccccc1	-2%	i	13	21%	-10%	-7%	-8%	-5%	11%
CCNC(=O)c1ccc(C2SCC(=O)N2Cc2ccco2)cc1 (stereo unspecified)	4%	i	11	-1%	4%	0%	6%	i	0%
CCN(CC)C(=O)C1=C(C)N(CCC2=CCCCC2)C(=O)C(CC(=O)NCCCCc2ccccc2)C1 (stereo unspecified)	24%	i	1	-15%	u	6%	11%	-15%	-7%
Cc1ccc(CNC(=O)CCCCCn2c(=O)[nH]c3ccccc3c2=O)cc1	-5%	x	x	x	-3%	-2%	-14%	-12%	x
CC(C)CN=C(NS(=O)(=O)c1ccccc1)C(Cl)(Cl)Cl	u	i	u	15%	7.9µM*	11µM*	10%	-3%	-24%
COc1cc(OC)c(NC(=O)C2CCN(S(=O)(=O)c3ccc4c(c3)oc(=O)n4C)CC2)cc1Cl	-28%	x	x	x	15%	1%	0%	-2%	-1%
C#CCOCCOCCOCCNc1nc(N2CCN(C(=O)[C@H](CCC(=O)O)n3cc([C@@H](N)CCCCN)nn3)CC2)nc(N2CCN(C(=O)[C@H](CCC(=O)O)n3cc([C@@H](N)CCCCN)nn3)CC2)n1	-17%	i	u	-9%	14%	-10%	-10%	-14%	0%
CCc1cccc(NC(=O)C2CCCN2S(=O)(=O)c2ccc3c(c2)n(C)c(=O)c(=O)n3C)c1 (stereo unspecified)	9%&13%	i	-24	-7%	1%&6%	-3%&9%	-3%&1%	5%&-15%	-2%
COc1cccc(C(=O)N(Cc2sccc2C)C2CCS(=O)(=O)C2)c1 (stereo unspecified)	-12%	x	x	x	2%	22%	-3%	-24%	x
COc1ccccc1CNC(=O)CCCCn1c(=O)c2ccccc2n(CC(=O)Nc2cccc(Cl)c2)c1=O	18%	x	x	x	-15%	8%	-11%	i	-2%
N#Cc1ccc(N2Cc3ccccc3C2=NC(=O)c2cccs2)cc1	x	i	-9	10%	11%	9%	0%	-3%	-1%
CCOc1ccccc1NC(=O)Cn1nnc2sc(-c3ccccc3)cc2c1=O	20%	x	x	x	3%	12%	3%	i	x
Cc1cc(Cl)cc(C)c1OCCOCCNCc1ccccc1	6%	i	-80*	0%	u	-34%[inhibitor]	-16%	-21%	11%
COc1ccc(CN2CCNC(=O)C2CC(=O)N(C)Cc2nccs2)c(OC)c1 (stereo unspecified)	-9%	i	1	0%	15%	9%	19%	i	7%
